MEKK3 PB1 HTS: modulators of MEKK3-MEK5 PB1 binding, primary screen, biochemical, wildtype MEKK3, multiplex bead flow cytometry, Alexa488-MEK5; binding response (% of control), % at 10 µM; actives 1.4% (n = 290,000); bead-based flow cytometry, Alexa488-MEK5 binding to MEKK3; actives lie on both sides; 0 = blocked by unlabeled MEK5, 100 = vehicle; Mitogen-activated protein kinase kinase kinase 3 (Homo sapiens), Q99759; AID 1529, 2009;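 active = binding response more than 3 SD above or below the average of its plate-row segment, actives on both sides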;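 also: Alexa488 bead fluorescence after subtracting the streptavidin-only scavenger bead signal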
MEKK2wt PB1 HTS: modulators of MEK5 binding to wildtype MEKK2, primary screen, biochemical, multiplex bead flow cytometry, Alexa488-MEK5; Mitogen-activated protein kinase kinase kinase 2 (Homo sapiens), Q9Y2U5; actives 1.1% (n = 290,000); Alexa488-MEK5 binding to MEKK2 WT; actives lie on both sides; binding response (% of control), % at 10 µM; AID 1531, 2009; in the data active = binding response below about 67% or above about 130%
MEKK2 mut-MEK5: MEK5 binding signal on mutant MEKK2 PB1, primary screen, biochemical, multiplex bead flow cytometry, Alexa488-MEK5; Alexa488-MEK5 binding to MEKK2 mutant; percent response, % at 10 µM; actives 0.35% (n = 290,000); in the data active = percent response above about 24%, passing the limit was not always enough; also: inactives centre near 1; some results filed as inactive read as strong as hits; reference of the scale not given here
NALP1 inh: NALP1 inflammasome inhibitors in reconstituted yeast, colorimetric, S. cerevisiae, triplicate retest; inhibition, % at 10 µM; actives 0.61% (n = 280,000); S. cerevisiae NALP1/ASC/caspase-1 growth, X-gal OD620, 72 h; in the data active = inhibition mostly above about 24%, no sharp cut-off; inactive = mostly below about 32%; also: some compounds called inactive have numbers as strong as hits
OXTR agonist: human OXTR agonists, primary screen, fluorescence, CHO-OTR cells, Fluo-8 calcium; AID 2435, 2010; activation, % at 3 µM; Fluo-8 calcium fluorescence; normalized: DMSO 0%, oxytocin 100%; actives 0.32% (n = 320,000);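 active = activation above the mean of all tested compounds plus 3 SD, cutoff set per screening run, cut at about 20% in these data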;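 also: peak over basal fluorescence ratio from a 100 s FLIPR kinetic read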
PHOSPHO1 block: PubChem AID 1565; recombinant PHOSPHO1, absorbance phosphatase assay; inhibition, % at 13.3 µM; actives 1.1% (n = 290,000); Phosphoethanolamine/phosphocholine phosphatase (Homo sapiens), Q8TCT1; in the data active = inhibition above about 60%
Target sequence (Q8TCT1 whole entry, looked up): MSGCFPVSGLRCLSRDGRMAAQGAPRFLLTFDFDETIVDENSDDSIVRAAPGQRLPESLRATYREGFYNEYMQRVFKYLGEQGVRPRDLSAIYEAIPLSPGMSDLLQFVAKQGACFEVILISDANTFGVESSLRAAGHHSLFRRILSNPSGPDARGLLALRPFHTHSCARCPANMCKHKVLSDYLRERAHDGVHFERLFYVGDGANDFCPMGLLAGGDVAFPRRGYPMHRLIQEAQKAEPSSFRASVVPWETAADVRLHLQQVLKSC
GalR3 antagonist: GalR3 antagonists in HEK293 cells, primary screen, cell-based, fluorescence readout. Galanin receptor type 3 (Homo sapiens), O60755. HEK293 GalR3-CNG cAMP membrane potential fluorescence; galR3 body fused to GalR1 C-terminus. inhibition, % at 3 µM. actives 0.44% (n = 360,000). AID 651719, 2012;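 active = inhibition above the screen-wide average plus 3 SD, cut at about 13% in these data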;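 also: forskolin and galanin both at EC90 stimulate the cells; cAMP rise reported by CNG channel membrane potential dye signal; 0% = forskolin plus galanin with DMSO and 100% = forskolin alone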
V1R ag counter: agonists of human V1a receptor, primary screen, counter-screen for OXTR agonist project, fluorescence, CHO-V1R cells; Vasopressin V1a receptor (Homo sapiens), P37288; Fluo-8 calcium fluorescence, agonist mode; 0% DMSO, 100% 3 nM vasopressin; actives 0.25% (n = 320,000); activation, % at 3 µM;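 active = activation above the mean activation of all tested compounds plus 3 SD, per screening run, cut at about 20% in these data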;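 also: signal is peak over basal fluorescence ratio across a 100 second FLIPR read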
Target sequence (P37288 whole entry, looked up): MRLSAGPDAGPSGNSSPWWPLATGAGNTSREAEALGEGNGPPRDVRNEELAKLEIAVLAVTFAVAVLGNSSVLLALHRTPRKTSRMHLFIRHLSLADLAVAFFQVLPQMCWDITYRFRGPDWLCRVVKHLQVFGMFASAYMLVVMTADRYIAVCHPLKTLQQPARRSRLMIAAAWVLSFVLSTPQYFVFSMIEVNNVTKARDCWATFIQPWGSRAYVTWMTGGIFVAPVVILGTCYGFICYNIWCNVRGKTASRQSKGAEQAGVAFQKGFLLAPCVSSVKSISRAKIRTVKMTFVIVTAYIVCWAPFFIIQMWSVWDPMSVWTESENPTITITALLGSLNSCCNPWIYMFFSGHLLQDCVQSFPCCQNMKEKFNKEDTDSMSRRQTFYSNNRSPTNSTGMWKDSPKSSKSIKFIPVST
GPR7 antag: GPR7 receptor antagonists, primary screen, cell-based, fluorescence, single concentration | inhibition, % at 4.4 µM | AID 1861, 2009 | Neuropeptides B/W receptor type 1 (Homo sapiens), P48145 | GPR7-expressing cells, fluorescence antagonist assay | actives 1.1% (n = 290,000); in the data active = inhibition above about 16%, passing the limit was not always enough;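 also: cells stimulated with the agonist NPW; 0% = agonist with vehicle and 100% = vehicle without agonist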
Target sequence (P48145 whole entry, looked up): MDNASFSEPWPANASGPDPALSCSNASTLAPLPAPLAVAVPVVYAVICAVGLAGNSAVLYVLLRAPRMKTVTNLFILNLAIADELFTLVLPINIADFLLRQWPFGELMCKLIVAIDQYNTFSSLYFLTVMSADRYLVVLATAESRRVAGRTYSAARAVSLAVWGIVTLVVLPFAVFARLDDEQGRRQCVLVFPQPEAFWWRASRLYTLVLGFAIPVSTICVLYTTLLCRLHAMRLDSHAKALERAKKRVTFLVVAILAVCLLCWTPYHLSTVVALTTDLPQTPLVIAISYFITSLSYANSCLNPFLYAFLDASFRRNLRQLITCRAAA
Active calls of the source: *; · = not tested or not shown. Random draw from the library, and some 5.4% of all compounds hit somewhere here.

SMILES	MEKK3 PB1 HTS	MEKK2wt PB1 HTS	MEKK2 mut-MEK5	NALP1 inh	OXTR agonist	PHOSPHO1 block	GalR3 antagonist	V1R ag counter	GPR7 antag
CCOc1ccccc1NC(=S)NCc1cccn1C	96.0	92.0	-3.0	-3.8	-0.1	-15.8	8.7	-0.3	-14.4
Cc1ccccc1N1CCN(C2CCCN(C(=O)c3ccc(Cl)s3)C2)CC1 (configuration not stated)	102.0	106.0	2.0	4.2	·	17.0	-0.9	·	-22.2
CN(C(=O)COC(=O)/C=C/c1ccc2ccccc2n1)C1CCS(=O)(=O)C1 (configuration not stated)	102.0	101.0	4.0	11.8	-0.2	-1.1	-6.3	2.7	-10.8
Cc1ccc(C(=O)OCn2nnc3ccccc3c2=O)cc1[N+](=O)[O-]	106.0	96.0	-3.0	18.5	-1.0	-2.4	12.1	0.1	10.7
COc1ccc2c(=O)c(C(=O)NCCc3ccccc3)c[nH]c2c1	97.0	102.0	-3.0	-0.5	0.8	·	-3.5	1.4	5.3
O=c1c2ccccc2nc(-c2ccc([N+](=O)[O-])cc2)n1O	107.0	110.0	6.0	0.6	-1.0	60.9*	-1.8	0.0	-9.7
O=S(=O)(c1ccc(Nc2ccc3c(c2)OCO3)nc1)N1CCOCC1	96.0	100.0	-2.0	9.5	0.0	13.5	1.1	0.7	-6.1
CC1CCN(C(=S)NCCc2ccccc2)CC1	101.0	109.0	5.0	-6.4	-1.0	88.1*	-6.2	-0.1	-5.1
Cc1ccc(OC(=O)c2cccc(C(=O)Oc3ccc(C)cn3)n2)nc1	88.0	85.0	-5.0	17.5	0.5	41.9	·	-0.9	-4.6
CN(C)c1ccc(NC(=O)c2ccc3c(c2)nnn3C)cc1	80.0	77.0	-15.0	10.4	0.0	36.7	6.9	0.3	17.6
CCOC(=O)N1CCN(Cc2nc(Cc3cccc(C(F)(F)F)c3)no2)CC1	104.0	100.0	2.0	-6.0	-2.3	34.6	-1.7	-0.9	3.8
C/C(=N\Nc1nc(N)cc(Cl)n1)c1cccc([N+](=O)[O-])c1	102.0	107.0	7.0	0.1	-0.9	17.3	-8.4	-0.8	-2.4
O=C(Cn1c(=O)oc2cc(S(=O)(=O)N3CCc4ccccc43)ccc21)N1CCCCC1	114.0	116.0	6.0	4.6	0.2	15.2	0.2	0.5	5.7
CN1C(=O)N(C)C2(C)CC1(C)N(C)C(=O)N2C	93.0	93.0	-10.0	14.1	0.5	19.7	2.1	-0.3	-6.1
CN(C(=O)CN1C(=O)/C(=C/c2ccccc2F)SC1=S)C1CCS(=O)(=O)C1 (configuration not stated)	102.0	105.0	3.0	-1.6	0.3	14.4	2.0	1.6	4.1
Cc1nnc(SCC(=O)Nc2ncc3c(n2)CC(C)(C)CC3=O)s1	94.0	92.0	-1.0	13.8	0.8	0.3	-4.8	-0.3	-12.9
CCCN(CCC)C(=O)CC(c1ccccc1)c1ccc(C)cc1O (configuration not stated)	101.0	100.0	-1.0	23.2	-1.9	0.2	-7.0	-1.1	6.1
COCCn1c(SCC(=O)Nc2cccc(OC)c2)nnc1-c1ccc(Cl)cc1	102.0	108.0	6.0	-6.1	0.2	3.7	7.0	2.5	-3.2
O=C(N/N=C/c1cccnc1)c1cc(Br)ccc1O	111.0	113.0	11.0	15.3	7.7	42.2	-1.6	9.4	-14.5
CCOc1c(CNCc2ccc(C(=O)O)cc2)cccc1OC	94.0	99.0	-7.0	15.8	0.6	42.1	1.7	-0.3	-8.4
CCCC(=O)Nc1nc2c(s1)COc1ccccc1-2	102.0	101.0	0.0	23.7	-0.4	1.8	·	-0.5	-9.4
COc1ccccc1NC(=O)CN(Cc1ccco1)C(=O)c1ccc(=O)[nH]c1	70.0	77.0	-21.0	24.8	0.3	32.7	-3.8	-0.8	18.2
COC(=O)c1cc(-c2cccc([N+](=O)[O-])c2)c2c(=O)[nH]c(=O)n(C)c2n1	106.0	106.0	9.0	19.4	-0.7	15.9	-10.0	-0.4	-19.4
O=C(N/N=C/c1cccc([N+](=O)[O-])c1)C1CC(=O)N(c2ccc(Br)cc2)C1 (configuration not stated)	99.0	95.0	15.0	24.8	0.1	-8.9	-0.6	0.6	-4.7

Single entries from the entries so far.
`CCCC(=O)Nc1nc2c(s1)COc1ccccc1-2` – MEKK2wt PB1 HTS = 101.0
`CCCN(CCC)C(=O)CC(c1ccccc1)c1ccc(C)cc1O` (configuration not stated) – GPR7 antag = 6.1
`Cc1nnc(SCC(=O)Nc2ncc3c(n2)CC(C)(C)CC3=O)s1` – NALP1 inh = 13.8

The listing continues.
SMILES	MEKK3 PB1 HTS	MEKK2wt PB1 HTS	MEKK2 mut-MEK5	NALP1 inh	OXTR agonist	PHOSPHO1 block	GalR3 antagonist	V1R ag counter	GPR7 antag
CN(C(=O)COC(=O)c1c2c(nc3ccccc13)/C(=C/c1cccc([N+](=O)[O-])c1)CCC2)C1CCS(=O)(=O)C1 (configuration not stated)	104.0	103.0	2.0	16.3	1.7	4.4	-0.1	0.3	-5.1
Cc1ccc(-c2nc(C(Cl)Cl)c3ccccc3n2)cc1	100.0	97.0	-9.0	·	-1.0	22.6	4.0	-0.4	-17.0
CCCCCCCNC(=O)C1(CC2CC(c3cccc(Br)c3)=NO2)CCN(C(=O)OC(C)(C)C)CC1 (configuration not stated)	103.0	105.0	0.0	40.4	0.3	9.9	2.8	1.4	-3.5
COC(=O)c1cc(-c2ccccc2)n(CC(=O)O)c1C	101.0	102.0	8.0	-9.6	0.4	-18.5	2.6	-0.6	1.0
CCC(C)(C)NC(=O)CN(C(=O)C(=O)Nc1ccc2c(c1)OCCO2)C1CC1	98.0	101.0	2.0	11.9	0.9	16.0	-8.5	1.1	-15.0
COc1cccc(NC(=O)c2ccc3c(c2)CCN3S(C)(=O)=O)c1	103.0	110.0	4.0	4.7	0.3	31.1	-10.4	0.3	-11.8
COc1cccc(CC(NC(C)=O)C(=O)NC2CCN(c3c(Cc4ccccc4)c(C)nc4ncnn34)CC2)c1OC (configuration not stated)	98.0	99.0	-1.0	-6.4	0.0	-4.0	0.7	0.8	-4.9
Cc1ccc2c(CSc3nc4nc(C)cc(C)n4n3)cc(=O)oc2c1	94.0	97.0	-9.0	3.1	-0.8	32.3	2.8	-0.2	-8.4
CC(C)CC(=O)c1c[nH]c(C(=O)NCc2ccc(F)cc2)c1	102.0	106.0	8.0	10.8	4.3	24.1	-10.1	7.9	-7.8
C=CCn1c(O)c(C=Nc2ccc(CN3CCCCC3)cc2)c(=O)[nH]c1=S	101.0	100.0	-1.0	27.3	0.7	18.9	-0.6	0.1	-9.2
COc1ccc(S(=O)(=O)Nc2ncccn2)cc1	104.0	104.0	6.0	·	0.3	·	-7.5	-0.6	-4.0
O=C(O)Cc1ccc(NS(=O)(=O)c2ccccc2Cl)cc1	101.0	101.0	-2.0	16.1	0.3	16.1	-2.8	1.5	-1.5
CCCCC1=CC2=CC(=O)C(C)(OC(=O)CC)C(=O)C2=CN1CCc1c[nH]c2ccccc12 (configuration not stated)	93.0	90.0	2.0	-3.3	-1.0	-4.3	1.6	-1.0	·
Cc1cccc(-n2c(=O)[nH]c3c(C(N)=O)nc(C(C)C)nc32)c1	98.0	98.0	0.0	-96.8	-1.6	1.5	-9.4	-1.4	-18.4
C[C@@H]1NC(=O)[C@H](CCCN=C(N)N)NC(=O)c2cc([N+](=O)[O-])cc(I)c2OCC[C@@H](C(N)=O)NC1=O	99.0	100.0	2.0	19.1	·	-8.6	·	·	-3.6
Cn1ccnc1SCCNC(=O)C1CCC(=O)N(Cc2ccc(Cl)cc2)C1 (configuration not stated)	90.0	95.0	20.0	21.5	1.1	29.3	-7.5	1.3	6.6
CCc1ccccc1N(CC(=O)N1CCCCCC1)S(C)(=O)=O	98.0	106.0	2.0	13.6	-0.2	-11.3	-9.8	0.1	-5.8
Cc1cc(-c2ccccc2C(=O)O)on1	95.0	98.0	0.0	27.4	0.5	0.5	-5.9	0.3	-6.6
CC1(Cc2ccc3c(c2)OCO3)NC(=O)NC1=O (configuration not stated)	93.0	100.0	-2.0	8.1	0.8	3.6	-3.8	0.7	-8.0
CC(C)CCNc1nc(N)c([N+](=O)[O-])c(NC2CCCCC2)n1	100.0	98.0	-1.0	-0.6	-1.1	52.2	-11.8	-1.0	-29.6
COc1ccc(/C=N\NC(=O)c2sccc2C)cc1Cn1nc(C)cc1C	102.0	108.0	6.0	1.4	-1.4	28.0	1.2	1.5	-5.0
O=C(O)c1ccccc1/C=N/NC(=O)c1cc(-c2ccco2)nc2ccccc12	97.0	101.0	-6.0	3.9	-0.6	35.7	0.7	-0.8	-2.0
COc1cc(C(N)=O)cc(Br)c1OCc1ccccc1	102.0	97.0	-2.0	28.3	-2.1	6.9	-2.0	1.4	-5.1
COc1cccc(C2C(C(=O)Nc3nc4ccccc4s3)=C(C)NC3=C2C(=O)CC(C)(C)C3)c1OC (configuration not stated)	99.0	98.0	1.0	-3.1	-0.2	22.9	-2.1	-0.1	-5.1

Reprinted at random: 2 compounds from above, in no set order.
SMILES	MEKK3 PB1 HTS	MEKK2wt PB1 HTS	MEKK2 mut-MEK5	NALP1 inh	OXTR agonist	PHOSPHO1 block	GalR3 antagonist	V1R ag counter	GPR7 antag
COCCn1c(SCC(=O)Nc2cccc(OC)c2)nnc1-c1ccc(Cl)cc1	102.0	108.0	6.0	-6.1	0.2	3.7	7.0	2.5	-3.2
C/C(=N\Nc1nc(N)cc(Cl)n1)c1cccc([N+](=O)[O-])c1	102.0	107.0	7.0	0.1	-0.9	17.3	-8.4	-0.8	-2.4

The list continues:
SMILES	MEKK3 PB1 HTS	MEKK2wt PB1 HTS	MEKK2 mut-MEK5	NALP1 inh	OXTR agonist	PHOSPHO1 block	GalR3 antagonist	V1R ag counter	GPR7 antag
COc1ccc(/C=N/NC(=O)c2cccc(NC(=O)c3ccc(Cl)cc3)c2)c(OC)c1	97.0	100.0	-1.0	17.0	0.1	2.1	-5.2	0.2	-4.5
CCNc1nc(NC(C)C)nc(SCCOC(=O)c2ccccc2)n1	103.0	102.0	1.0	32.6	-0.9	21.5	-2.4	-0.8	-27.7
CC(=O)c1ccc2c(c1)Cc1cc(C(C)=O)ccc1-2	94.0	99.0	0.0	26.6	0.9	-16.4	-10.9	2.2	-3.0
O=C(COC(=O)CN1C(=O)C(=O)c2ccccc21)OCN1C(=O)c2ccccc2C1=O	85.0	89.0	-3.0	23.7	-0.6	-7.8	-8.6	1.7	-3.8
CC1CCCCC1NC(=O)COC(=O)c1cc(=O)c2ccccc2o1 (configuration not stated)	105.0	100.0	0.0	-8.6	0.8	13.3	1.1	0.3	-8.4
O=C(CCC1CCCN(C(=O)CCN2CCCCC2=O)C1)NCc1ccccc1F (configuration not stated)	97.0	95.0	0.0	-0.2	-0.8	36.7	-3.4	0.7	-0.2
O=c1c2ccccc2nc(CSc2nnnn2-c2ccccc2)n1-c1cccc(C(F)(F)F)c1	99.0	99.0	3.0	2.7	-0.9	6.1	-0.8	0.2	-3.8
Brc1cccc(CNCC2CCCO2)c1 (configuration not stated)	102.0	107.0	2.0	14.0	0.4	3.1	-0.6	2.5	0.3
Cc1ccc(N(C(=O)CNC(=O)c2ccco2)C(C(=O)NC2CCCCC2)c2cccnc2)cc1F (configuration not stated)	102.0	98.0	-1.0	11.3	9.5	30.4	-4.4	1.3	-7.0

Screening results deposited in PubChem by several laboratories.
